NLRP3 yeast inh: inhibitors of NALP3 inflammasome in yeast; Yeast reconstituted NLRP3/ASC/caspase-1, beta-gal luminescence, 24 h; inhibition, % at 10 µM; actives 0.39% (n = 330,000);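 active = inhibition of 50% or more; inactive = inhibition below 50%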;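 also: plate controls were induced DMSO wells for no effect and uninduced yeast grown without galactose for full effect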
mIAP act: increases mouse intestinal alkaline phosphatase activity | muIAP, CDP-Star luminescence, 30 min; active compounds read high; 1 = vehicle-only enzyme signal, 0 = enzyme-free wells | activation factor at 10 µM | actives 0.24% (n = 330,000);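 active = activation factor of at least 2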; also: the source names both 10 and 20 µM as test concentration; values of inactives mirror those of a sister screen read the other way
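Assay system: mouse IAP enzyme; reagent: chemiluminescent substrate CDP-Star; dosing: test compounds delivered from DMSO solution; schedule: 30 min at room temperature; measured by: luminescence from enzymatic CDP-Star hydrolysis; controls: DMSO-only wells and no-enzyme negative control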
Apaf-1 inh: human Apaf-1 inhibition; reconstituted apoptosome caspase-3 activity, DEVD-Rh110 fluorescence; actives 0.71% (n = 330,000); O14727; AID 489030; inhibition, % at 20 µM; active = inhibition of at least 40% at 20 µM;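 also: plate controls were DMSO wells for no effect and DEVD-CHO caspase inhibitor wells for full effect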
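System: reconstituted apoptosome with Apaf-1, cytochrome c, caspase-9, procaspase-3, dATP; Signal: Rh110 fluorescence intensity; Schedule: 30 min compound preincubation, 50 min activation, room temperature; Reagent: cytochrome c trigger plus (Z-DEVD)2-Rh110 caspase-3 substrate.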
hIAP block: human IAP inhibition; AID 2544; inhibition, % at 10 µM; actives 0.12% (n = 330,000); P09923; purified IAP, CDP-Star luminescence, 30 min;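 active = inhibition reaching a set limit with compound at 10 µM in the primary screen, cut at about 35% in these data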;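 also: plate controls were DMSO wells with enzyme for no effect and no-enzyme buffer wells for full effect; values of inactives mirror those of a sister screen read the other way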
Target sequence (P09923 whole entry, looked up): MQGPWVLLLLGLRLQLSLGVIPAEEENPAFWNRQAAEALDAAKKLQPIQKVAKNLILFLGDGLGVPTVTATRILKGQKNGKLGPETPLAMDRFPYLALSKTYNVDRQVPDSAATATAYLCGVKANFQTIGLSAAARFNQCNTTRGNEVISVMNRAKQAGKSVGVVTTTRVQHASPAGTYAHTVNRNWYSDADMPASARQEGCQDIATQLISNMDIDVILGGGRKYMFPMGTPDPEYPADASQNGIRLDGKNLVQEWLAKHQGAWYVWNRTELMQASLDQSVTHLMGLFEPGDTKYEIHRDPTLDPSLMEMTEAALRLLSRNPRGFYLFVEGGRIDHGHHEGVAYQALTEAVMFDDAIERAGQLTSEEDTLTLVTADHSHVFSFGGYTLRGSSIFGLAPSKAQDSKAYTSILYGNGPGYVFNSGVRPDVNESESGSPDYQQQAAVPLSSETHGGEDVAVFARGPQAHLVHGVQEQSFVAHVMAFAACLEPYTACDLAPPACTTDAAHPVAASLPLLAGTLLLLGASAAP
hIAP activ: increases human intestinal alkaline phosphatase activity; purified human IAP, CDP-Star luminescence, 30 min; active compounds read high; 1 = vehicle-only enzyme, 0 = enzyme-free background; AID 2524; P09923; actives 0.16% (n = 330,000); activation factor at 10 µM;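 active = activation factor of the enzyme at least 2-fold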; also: the source names both 10 and 20 µM as test concentration; values of inactives mirror those of a sister screen read the other way
TIM10 inh: TIM10 yeast growth inhibition; S. cerevisiae TIM10 strain growth, BacTiter-Glo luminescence, 24 h; inhibition, % at 10 µM; actives 1.4% (n = 330,000);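 active = inhibition of 40% or more at the single tested concentration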;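 also: wild-type TIM10 isogenic control strain grown at permissive 25 °C; 0% = DMSO yeast wells and 100% = minimal medium wells without yeast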
mIAP inh: blocks mouse intestinal alkaline phosphatase; purified mouse IAP, CDP-Star luminescence, 30 min; inhibition, % at 10 µM; actives 0.2% (n = 330,000); AID 2806;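 active = inhibition of at least 40% at 10 µM in the primary screen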;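 also: plate controls were DMSO with enzyme for no effect and no enzyme wells for full effect; values of inactives mirror those of a sister screen read the other way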
tim10-1 inh: growth inhibitors of tim10-1 mutant yeast. S. cerevisiae tim10-1 ts strain growth, BacTiter-Glo, 24 h. inhibition, % at 20 µM. actives 2.2% (n = 330,000);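 active = inhibition of at least 40%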;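 also: mutant grown at 25 °C; 0% = DMSO wells with yeast and 100% = wells holding no yeast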
ATG4B inh: inhibitors of human ATG4B cysteine protease. Q9Y4P1. ATG4B cleavage of LC3-PLA2, NBD-HPC fluorescence, 1 h. inhibition, % at 8.33 µM. actives 0.51% (n = 340,000). AID 504462; in the data active = inhibition above about 40%
Target sequence (Q9Y4P1 whole entry, looked up): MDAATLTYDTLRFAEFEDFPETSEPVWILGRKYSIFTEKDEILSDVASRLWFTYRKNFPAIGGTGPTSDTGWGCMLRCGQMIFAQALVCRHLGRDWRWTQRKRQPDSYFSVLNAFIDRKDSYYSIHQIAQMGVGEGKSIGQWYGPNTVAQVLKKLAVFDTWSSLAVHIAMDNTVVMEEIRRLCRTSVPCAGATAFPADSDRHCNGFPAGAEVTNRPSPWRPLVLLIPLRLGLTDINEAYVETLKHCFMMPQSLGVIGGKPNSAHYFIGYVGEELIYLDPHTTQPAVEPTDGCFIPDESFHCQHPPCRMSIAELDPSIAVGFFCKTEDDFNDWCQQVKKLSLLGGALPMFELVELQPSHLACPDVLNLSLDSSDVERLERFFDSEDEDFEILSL
* marks the source's active call; other numbers are inactive results; / = no result given.

Under each structure – mIAP act | NLRP3 yeast inh | mIAP inh | hIAP block | Apaf-1 inh | TIM10 inh | tim10-1 inh | ATG4B inh | hIAP activ
COc1ccc([C@@H]2CC=C(C(=O)O)[C@H](c3ccc(Cl)cc3)N2S(=O)(=O)c2ccc(Cl)cc2)cc1
  0.92 | 4 | 8 | 3 | 14 | 16 | 25 | 13 | 0.97
Cc1cc(-c2nnc(CCC(=O)NCc3ccc(OC(F)(F)F)cc3)o2)no1
  1 | 16 | -2 | -36 | 11 | 4 | -3 | 39 | 1.4
Cc1cccc(NC(=O)c2cc(-c3cc(C)cc(C)c3O)n[nH]2)c1
  1.1 | 20 | -13 | -84 | 3 | -3 | -19 | 11 | 1.8
NC(=O)CN1C(=O)C(O)(CC(=O)/C=C\C=C\c2ccccc2)c2ccccc21 (centres undefined)
  0.83 | -6 | 17 | -1 | 8 | 6 | -6 | -2 | 1
O=C(NCCN1C(=O)S/C(=C/c2cccnc2)C1=O)c1cccs1
  1.1 | 11 | -5 | -19 | -8 | 29 | 44* | 0 | 1.2
CCOc1ccccc1CNC(=O)C1CCCN(c2nn3c(=O)cc(C)nc3s2)C1 (centres undefined)
  0.92 | -8 | 8 | 0 | -3 | 5 | 2 | -1 | 1
CCC(Oc1ccccc1C)C(=O)Nc1ccc(S(=O)(=O)Nc2cc(C)on2)cc1 (centres undefined)
  0.94 | 19 | 6 | -4 | 4 | -6 | -2 | -20 | 1
O=c1[nH]cnc2c1C(c1ccccc1[N+](=O)[O-])c1c(nc[nH]c1=O)O2
  0.89 | 3 | 11 | 4 | -10 | 9 | 11 | 4 | 0.96
O=C1c2ccccc2-c2nnc(-c3ccccc3)cc21
  1 | 46 | -1 | -16 | 71* | 23 | 17 | -2 | 1.2
CC1(C)CC(NCc2cccc([N+](=O)[O-])c2)CC(C)(C)N1
  0.99 | 12 | 1 | 3 | 5 | -36 | 5 | 4 | 0.97
CC1CCc2c(nc3ncnn3c2NCCN(C)C)C1 (centres undefined)
  1.1 | 5 | -10 | -12 | 4 | 3 | -16 | 9 | 1.1
O=C(Oc1cccnc1)c1cc2ccccc2oc1=O
  1 | 13 | -1 | 9 | -4 | 0 | -6 | 8 | 0.91
Cn1c(N)c(C(=O)COC(=O)c2cc(C(F)(F)F)nc3ccccc23)c(=O)n(C)c1=O
  0.96 | 13 | 4 | 12 | 5 | 27 | 20 | / | 0.88
O=C(O)c1cc(-c2cc3ccccc3o2)nn1-c1ccccc1
  0.91 | -9 | 9 | -11 | 3 | 6 | 2 | 1 | 1.1
CC(=O)Nc1ccc(C(=O)CSc2nccc(=O)[nH]2)cc1
  0.99 | 5 | 1 | -7 | -6 | 2 | -4 | -6 | 1.1

(more compounds)
Under each structure – mIAP act | NLRP3 yeast inh | mIAP inh | hIAP block | Apaf-1 inh | TIM10 inh | tim10-1 inh | ATG4B inh | hIAP activ
Cc1ccc(NCc2nnc3n2CCCCC3)c(C)c1
  0.98 | 1 | 2 | -4 | 3 | -23 | 3 | -1 | 1
C[C@@H]1C=C[C@](Cc2ccccc2)(C(=O)NCC2CC2)N1C(=O)c1ccccc1
  1 | 8 | -2 | 10 | -2 | 14 | 10 | 2 | 0.9
O=C(Nc1ccccc1C(=O)NCc1ccco1)Nc1cccc2ccccc12
  1.2 | 17 | -16 | -4 | 6 | 11 | 14 | -16 | 1
CCN(CC)C(=O)CP(=O)(c1ccccc1)c1ccccc1
  0.94 | 10 | 6 | -32 | -4 | 8 | 13 | -5 | 1.3
CC(C)CCOc1ccc(C(=O)N2CCN(c3ncccn3)CC2)cc1
  0.95 | 29 | 5 | 9 | 3 | 30 | 34 | 1 | 0.91
COc1ccc(-c2nnc(C3CCN(S(=O)(=O)c4ccccc4)CC3)o2)cc1
  1.1 | 12 | -13 | -16 | 18 | 4 | 18 | -15 | 1.2
Cc1ccc(N(C(=O)c2cccs2)C2C=CS(=O)(=O)C2)cc1 (centres undefined)
  0.98 | 6 | 2 | 15 | 2 | 11 | 16 | -13 | 0.85
O=C(CCNC(=O)N1CC(=O)Nc2ccccc21)NCc1cccc(Cl)c1
  1 | 16 | -4 | 12 | -6 | -3 | -12 | 0 | 0.88
O=C(/C=C/c1c(F)cccc1Cl)N1CCOCC1
  0.98 | 16 | 2 | -5 | 6 | 11 | 12 | -2 | 1.1
c1nc(Nc2ccc(N3CCOCC3)cc2)c2ccsc2n1
  1 | 12 | -2 | 22 | -21 | -15 | 8 | 4 | 0.78
CC(=O)Nc1cc(NC(C)=O)ncn1
  1.2 | 16 | -17 | 0 | 6 | -3 | 32 | 4 | 1
O=C(Nc1ccc(N2C(=O)c3cccc4cccc(c34)C2=O)cc1)c1ccc(N2CCCCC2)c([N+](=O)[O-])c1
  0.96 | 13 | 4 | 14 | 8 | 0 | 8 | 7 | 0.86
CC(=O)Nc1ccc(SCCC2CCCCN2C)cc1 (centres undefined)
  1 | 2 | -2 | 6 | 0 | 13 | -14 | -3 | 0.94
CN(CC(=O)NCCc1ccccc1)CC(=O)Nc1cccc(F)c1
  1.1 | 24 | -11 | 2 | 3 | -5 | -5 | -7 | 0.98
O=C(CN1CCN(S(=O)(=O)c2ccc(Br)cc2)CC1)Nc1ccccc1C(=O)c1ccccc1
  1 | 17 | 0 | -14 | -2 | 24 | 13 | -5 | 1.1

4 entries out of the list above, sorted by their value in mIAP inh, lowest first.
structure | mIAP inh
O=C(Nc1ccccc1C(=O)NCc1ccco1)Nc1cccc2ccccc12 | -16
O=C(CCNC(=O)N1CC(=O)Nc2ccccc21)NCc1cccc(Cl)c1 | -4
O=C(CN1CCN(S(=O)(=O)c2ccc(Br)cc2)CC1)Nc1ccccc1C(=O)c1ccccc1 | 0
Cc1ccc(N(C(=O)c2cccs2)C2C=CS(=O)(=O)C2)cc1 (centres undefined) | 2

Further compounds follow:
Under each structure – mIAP act | NLRP3 yeast inh | mIAP inh | hIAP block | Apaf-1 inh | TIM10 inh | tim10-1 inh | ATG4B inh | hIAP activ
CC(C)(C)c1cc(CCC(=O)NNC(=O)c2ccco2)cc(C(C)(C)C)c1O
  0.93 | 18 | 7 | 7 | 2 | -1 | 9 | 1 | 0.93
Cc1ccc(CNS(=O)(=O)c2ccc(C)s2)cc1
  1 | 24 | 0 | -10 | 1 | 9 | 29 | -4 | 1.1
CCN(CC)CC#CCC(O)(c1ccccc1)c1ccc(Br)cc1 (centres undefined)
  1 | 31 | -5 | -4 | 1 | 7 | 12 | -7 | 1
CCOC(=O)c1nnc2c(Br)c(-c3ccccc3)nn2c1C
  0.78 | 19 | 22 | 4 | 32 | 11 | 28 | -14 | 0.96
CCNc1nc(NC#N)nc(SCC(=O)OCC)n1
  0.97 | -14 | 3 | -2 | -3 | -15 | -6 | -4 | 1
CCN(CC)c1ccc(C(=O)OCC(=O)c2ccco2)cc1
  1 | 11 | 0 | -17 | 11 | 21 | -6 | -6 | 1.2
C=CCn1c(C)cc(C(=O)CSc2nc3ccccc3[nH]2)c1C
  0.96 | 1 | 4 | 21 | -7 | 20 | 12 | -18 | 0.79
CCOC(=O)C1CCCN(C(=O)c2cc(-c3ccncc3)nc3ccccc23)C1 (centres undefined)
  1 | 15 | -3 | -12 | 7 | 0 | 14 | -13 | 1.1
CCOC(=O)C1=C(N)Oc2ccc3ccccc3c2C1c1ccc(O)cc1 (centres undefined)
  1 | 13 | -3 | -22 | 3 | 6 | -43 | 4 | 1.2
COc1ccc(CNC(=S)N/N=C/c2ccncc2)cc1
  0.94 | 5 | 6 | -9 | -12 | 34 | 35 | -3 | 1.1
Cc1ccc(CNC(=O)c2oc3ccc(S(=O)(=O)N4CCOCC4)cc3c2C)cc1
  1 | 3 | 0 | 8 | 11 | 6 | 0 | -5 | 0.92
CCC1(CC)NC(=O)N(CC(=O)OCC(=O)NC(=O)c2ccccc2)C1=O
  1.1 | -6 | -8 | -1 | -19 | -4 | 7 | 5 | 1
CC1(c2nnc(-c3cccc(Cl)c3)o2)CC(c2cccc(F)c2)=NO1 (centres undefined)
  0.91 | 15 | 9 | 9 | 10 | 3 | 10 | -7 | 0.91
COc1ccc(C(CNc2ccc(S(=O)(=O)N3CCN(C)CC3)cc2[N+](=O)[O-])N(C)C)cc1 (centres undefined)
  0.97 | 18 | 3 | 10 | 8 | -3 | -3 | -1 | 0.9
COc1ccc(C2C(C(=O)NCc3ccccn3)c3ccccc3C(=O)N2C)cc1OC (centres undefined)
  1 | 8 | 0 | -5 | 4 | 8 | -2 | -18 | 1

Later entries:
Under each structure – mIAP act | NLRP3 yeast inh | mIAP inh | hIAP block | Apaf-1 inh | TIM10 inh | tim10-1 inh | ATG4B inh | hIAP activ
COC(=O)c1ccc(NC(=O)CN2CCN(c3ccc(Cl)cc3)CC2)cc1
  1.1 | 38 | -9 | -11 | 11 | 12 | 5 | -14 | 1.1
COc1ccc(CCNC(=O)COC(=O)c2cnc(C)cn2)cc1
  0.97 | 6 | 3 | -3 | 5 | 1 | 9 | -10 | 1
Brc1ccc2nc3c(n2c1)CCCC3
  1.1 | 40 | -11 | 6 | 1 | -3 | -2 | 0 | 0.94
CCc1ccccc1N1C[C@@]23C=C[C@@H](O2)C(C(=O)OCC(C)C)[C@H]3C1=O (some centres undefined)
  0.98 | -4 | 2 | 0 | -17 | -7 | 17 | -10 | 1
O=C(NC1CC1)C1=C[C@@H](c2ccc3c(c2)OCO3)C[C@@H](OCc2ccc(CO)cc2)O1
  1 | -4 | -1 | 0 | 3 | 0 | 0 | 0 | 1
COc1ccc(C(CC(=O)O)NC(=O)COc2ccccc2)cc1 (centres undefined)
  1 | 13 | -4 | 4 | 5 | -17 | 11 | -8 | 0.96
CCN1CCN(S(=O)(=O)c2ccc(Oc3ccccc3OC)cc2)CC1
  1 | 18 | 0 | -2 | 13 | 14 | 15 | 8 | 1
Cc1cc(=O)oc(C)c1C(=O)Nc1cccc2ccccc12
  1.1 | 8 | -6 | -12 | -14 | 10 | 11 | -3 | 1.1
CCN(C(=O)COC(=O)CCCN1C(=O)c2cccc3cccc(c23)C1=O)C1CCS(=O)(=O)C1 (centres undefined)
  0.99 | 9 | 1 | -11 | 7 | 1 | -1 | -8 | 1.1
O=C(CSc1ncnc2[nH]ncc12)Nc1cccc(Oc2ccccc2)c1
  0.99 | 0 | 1 | -29 | 9 | 28 | 24 | -15 | 1.3
CCN1C[C@@H]2[C@@H]3C(=O)N(Cc4ccccc4)C(=O)[C@@H]3[C@](Cc3ccccc3)(C(=O)OC)N2C1=NC
  0.99 | / | 1 | / | 8 | -9 | -3 | 2 | /
COC(=O)c1[nH]c2cc(C)ccc2c1NC(=O)CN1CCc2cc(OC)c(OC)cc2C1
  1 | 10 | 0 | 10 | -176 | 14 | 6 | 2 | 0.9
COc1ccc(CN2CCn3nc(C(=O)NC(C)C)cc3C2=O)cc1
  0.95 | 18 | 5 | 8 | -4 | 3 | 1 | 0 | 0.92
C[C@@H](NC(=O)c1nc[nH]c1C(=O)N[C@H](C)c1ccccc1)c1ccccc1
  0.98 | 15 | 2 | -20 | 13 | -4 | -4 | -15 | 1.2

Bioassay records: PubChem, Sanford-Burnham Center for Chemical Genomics
